Screening results: PubChem BioAssay, several laboratories
MEX-5 binding = MEX-5 zinc finger RNA-binding disruptors – biochemical, C. elegans, fluorescence polarization, MLPCN library, primary screen; Zinc finger protein mex-5 (Caenorhabditis elegans), Q9XUB2; activity score (negative = inhibition of binding), % at 10 µM; MEX-5/FITC-TCR2 RNA binding; hits give low values; AID 1832, 2009; 0.38% of 300,000 active;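 active = inhibition past about -25% in most replicates, and total fluorescence under double the plate's negative control median, limit read from the data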;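 note: 0% = DMSO and -100% = 5 µM competing unlabeled TCR2 RNA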
PME-1 primary = PME-1 inhibitors via competitive probe labeling, primary screen, biochemical, fluorescence polarization, FP-Rh probe, HTS | Protein phosphatase methylesterase 1 (Homo sapiens), Q9Y570 | recombinant PME-1 | inhibition, % at 5.9 µM | 0.53% of 320,000 active;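 active = inhibition above the campaign mean of all compounds plus 3 SD, cut at about 26% in these data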;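 note: competitive labeling of PME-1 active site by serine hydrolase directed probe; 0% = PME-1 with DMSO and 100% = wells lacking PME-1 enzyme; inhibitors block probe labeling so polarization falls and inhibition rises; many of its hits are not listed in these tables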
Target sequence (Q9Y570 whole entry, looked up): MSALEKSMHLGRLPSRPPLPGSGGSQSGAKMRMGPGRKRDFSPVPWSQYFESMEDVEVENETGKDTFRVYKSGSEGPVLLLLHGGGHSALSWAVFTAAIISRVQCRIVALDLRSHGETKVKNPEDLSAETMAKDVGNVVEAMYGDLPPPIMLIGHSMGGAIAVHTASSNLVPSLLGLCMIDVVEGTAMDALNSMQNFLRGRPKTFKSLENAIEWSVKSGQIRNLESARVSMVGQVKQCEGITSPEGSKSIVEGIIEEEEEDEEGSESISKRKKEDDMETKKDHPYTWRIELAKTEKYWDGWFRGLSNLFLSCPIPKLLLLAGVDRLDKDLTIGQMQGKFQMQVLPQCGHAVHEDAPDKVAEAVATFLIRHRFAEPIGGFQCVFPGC
MCL1 BIM primary = inhibitors of MCL1 binding to BIM-BH3, primary screen, biochemical, fluorescence polarization; 0.68% of 320,000 active; AID 2057, 2009; inhibition, % at 10.9 µM; GST-MCL1 / FITC-Bim-BH3 fluorescence polarization;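 active = inhibition above the mean inhibition of all tested compounds plus 3 SD, set per campaign, cut at about 40% in these data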;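 note: 0% = DMSO wells and 100% = unlabeled Bim-BH3 peptide control; higher means more loss of mP so more displacement of Bim peptide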
Fam108B counter = mouse Fam108B serine hydrolase inhibitors, primary screen, counter-screen for RBBP9 inhibitor project, biochemical, fluorescence polarization | recombinant Fam108B, FP-Rh probe fluorescence polarization | inhibition, % at 9.51 µM | 0.33% of 300,000 active | AID 1947, 2009;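 active = inhibition above the screen mean inhibition plus 3 SD, computed separately per campaign, cut at about 18% in these data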;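 note: inhibitors lower polarization as less probe binds the enzyme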
AHR act = AHR activators, primary screen, cell-based, luminescence, luciferase reporter, human | Aryl hydrocarbon receptor (Homo sapiens), P35869 | AHR-responsive luciferase reporter cells | activation, % at 5 µM | 2.5% of 320,000 active | AID 2796, 2010; in the data active = activation above about 47%;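 note: 0% = vehicle wells and 100% = reference agonist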
pPAFAH inh = pPAFAH enzyme inhibitors, primary screen, biochemical, fluorescence polarization, human. Platelet-activating factor acetylhydrolase (Homo sapiens), Q13093. recombinant pPAFAH, FP-rhodamine probe fluorescence polarization. inhibition, % at 3.39 µM. 1.5% of 330,000 active;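 active = inhibition above the mean inhibition across the screen plus 3 SD, cut at about 25% in these data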;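 note: inhibitors block binding of the rhodamine activity-based probe so polarization drops; 0% = enzyme with DMSO and 100% = wells lacking pPAFAH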
PAFAH1B2 FP inh = PAFAH1B2 enzyme inhibitors, primary screen, biochemical, fluorescence polarization, human | Platelet-activating factor acetylhydrolase IB subunit alpha2 (Homo sapiens), P68402 | recombinant PAFAH1B2, FP-rhodamine activity probe | inhibition, % at 3.39 µM | 1.2% of 340,000 active | AID 492953, 2010;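 active = inhibition above the mean of all tested compounds plus 3 SD, cut at about 24% in these data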;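 note: 0% = enzyme with DMSO and 100% = wells lacking PAFAH1B2; many of its hits are not listed in these tables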
Target sequence (P68402 whole entry, looked up): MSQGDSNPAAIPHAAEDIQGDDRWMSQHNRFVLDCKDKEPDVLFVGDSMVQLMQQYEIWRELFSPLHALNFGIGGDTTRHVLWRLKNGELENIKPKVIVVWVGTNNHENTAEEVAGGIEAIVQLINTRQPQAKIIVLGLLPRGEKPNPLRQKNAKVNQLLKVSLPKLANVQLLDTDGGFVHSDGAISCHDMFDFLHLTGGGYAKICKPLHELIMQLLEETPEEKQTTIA
GLD-1 RNA inh = GLD-1/TGE RNA complex disruptors, primary screen, biochemical, fluorescence polarization; Female germline-specific tumor suppressor gld-1 (Caenorhabditis elegans), Q17339; purified GLD-1 + fluorescein TGE RNA; inhibition, % at 5.96 µM; 0.44% of 320,000 active; AID 2280, 2010;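 active = percent inhibition above a per-plate cutoff, the plate mean of test compounds plus 3 SD, cut at about 30% in these data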;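 note: 0% = DMSO wells with GLD-1 and probe and 100% = wells lacking GLD-1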
Target sequence (Q17339 whole entry, looked up): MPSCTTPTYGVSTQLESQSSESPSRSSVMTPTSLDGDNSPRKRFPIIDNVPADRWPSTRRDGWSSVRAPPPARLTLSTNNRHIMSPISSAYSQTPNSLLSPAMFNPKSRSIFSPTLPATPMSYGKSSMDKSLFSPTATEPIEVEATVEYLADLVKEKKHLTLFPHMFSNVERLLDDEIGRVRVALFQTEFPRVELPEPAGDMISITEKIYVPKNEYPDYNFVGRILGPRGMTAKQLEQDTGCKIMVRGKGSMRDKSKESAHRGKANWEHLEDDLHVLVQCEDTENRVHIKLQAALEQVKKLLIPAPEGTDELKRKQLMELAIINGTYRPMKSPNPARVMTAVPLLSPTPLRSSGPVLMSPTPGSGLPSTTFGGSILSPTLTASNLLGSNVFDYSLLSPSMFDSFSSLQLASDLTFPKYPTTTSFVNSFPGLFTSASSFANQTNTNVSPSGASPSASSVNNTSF
BCLXL inh = inhibitors of human Bcl-xL, primary screen, biochemical, fluorescence polarization, HTS. GST-Bcl-xL / FITC-Bim BH3 peptide fluorescence polarization. inhibition, % at 10.9 µM. 0.7% of 320,000 active;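 active = inhibition above the mean of all tested compounds plus 3 SD, cutoff set per campaign, cut at about 30% in these data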;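 note: 0% = DMSO wells and 100% = unlabeled Bim-BH3 peptide competitor; inhibitors lower millipolarization by displacing the labeled peptide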
The depositor's hits bear a star; / = no result given. A portion of the library (hit frequency here may not be typical).

compound,MEX-5 binding,PME-1 primary,MCL1 BIM primary,Fam108B counter,AHR act,pPAFAH inh,PAFAH1B2 FP inh,GLD-1 RNA inh,BCLXL inh
O=C(c1ccc2c3c(cccc13)CC2)N1CCOCC1,1.7,1,12,-1,2,3,4,3,10
CC(=O)Nc1cc2c(cc1NC(=O)Cn1nc(-c3ccc(F)cc3)ccc1=O)OCCO2,0.0,3,4,1,0,1,4,3,4
Cc1cccc(Nc2nc(N)c([N+](=O)[O-])c(N3CCN(C)CC3)n2)c1,0.6,1,-2,-4,21,3,0,4,7
Nc1nc(N)c(N=O)c(OCC2CCCCC2)n1,2.8,0,8,2,7,5,6,0,8
O=C(Nc1ccc2c(c1)OCCO2)c1cc(-n2cnnc2)ccc1Cl,1.8,2,2,4,9,3,5,5,1
CCOc1ccc(CCNC(=O)C2CCCN(c3ncnc4c3nc3n4CCCCC3)C2)cc1 (configuration not stated),-1.9,2,1,0,1,3,1,3,1
O=C(OCC(=O)N1CCCC1=O)c1cc2ccccc2o1,/,-5,2,/,2,3,7,-1,-3
O=C(Nc1nc2ccc(S(=O)(=O)N3CCCC3)cc2s1)c1ccco1,1.9,0,3,1,4,2,1,1,2
Cc1cc(NC(=O)CN(C)S(=O)(=O)c2ccc(-c3ccc(=O)[nH]n3)s2)ccc1Br,0.2,-8,1,-59,4,2,-50,1,1
CSCC[C@H](NC(=O)NCc1cccs1)C(=O)O,-0.4,-6,4,2,-1,-1,7,-5,5
Cc1ccc(CNC(=O)[C@H](Cc2ccccc2)NC(=O)C2CCNCC2)cc1,5.1,0,4,0,0,1,0,1,1
COc1cc(OC)c(C(=O)OCC(=O)N2CCOCC2)cc1OC,-3.0,6,4,1,2,1,3,4,3
CCN(CC)S(=O)(=O)c1ccc(C(=O)NCc2ccc(C)cc2)cc1,0.8,-1,3,2,0,6,-2,3,-1
COc1ccc(CNc2nc3ccccc3s2)cc1OC,1.2,-2,4,-3,42,2,2,-5,-1
O=C(NCc1ccco1)c1cc(NS(=O)(=O)c2cccc([N+](=O)[O-])c2)ccc1O,-0.3,3,10,2,2,1,4,-2,11
O=C1CC(c2ccc(Cl)cc2)n2nc(N3C(=O)CCC3=O)nc2N1 (configuration not stated),1.1,3,1,-2,4,3,-1,-5,0
CC(C)(C)c1ccc(C(=O)O/N=C(\N)c2ccccn2)cc1,-2.7,-5,-1,-2,-15,5,5,2,1
FC(F)(F)c1cnc(C(c2ccccc2)c2ncn[nH]2)c(Cl)c1 (configuration not stated),0.6,6,12,-1,-2,-4,-3,3,7
Cc1ccc(C)c(N2C(=N)S/C(=C\c3ccc(-c4ccccc4C(=O)O)o3)C2=O)c1,-18,6,6,5,0,22,5,-30,7
COc1ccc(NS(=O)(=O)c2cccc(C(=O)NCC3(N4CCCCC4)CCCCC3)c2)cc1,-0.4,2,-1,0,2,32*,-1,3,0
COC(=O)/C(C#N)=C/c1ccc(C)o1,-0.9,-4,-2,0,-1,-1,4,10,-2
COc1ccc(-c2oc3ccc(-c4cc(OC)c(OC)c(OC)c4)cc3c2-c2ccc(OC)nc2)cc1,-5.9,2,-6,-1,1,5,4,3,-1
Cc1ccc(S(=O)(=O)N2CCN(C3CC4CCC3C4)CC2)cc1 (configuration not stated),-0.2,-6,-3,1,1,0,8,1,3
Cn1cccc1CC(=O)N/N=C/C(Cl)=C/c1ccccc1,-1.9,-6,-4,-1,17,19,-6,1,3
S=C(NCc1ccccn1)Nc1ccccc1,0.7,7,-2,-2,3,2,1,0,-3

(continued)
compound,MEX-5 binding,PME-1 primary,MCL1 BIM primary,Fam108B counter,AHR act,pPAFAH inh,PAFAH1B2 FP inh,GLD-1 RNA inh,BCLXL inh
CC1(C)CC(=O)C2=C(C1)OC(N)=C(C#N)C2c1ccc(OC(=O)N2CCOCC2)cc1 (configuration not stated),0.5,1,-5,0,0,3,3,5,0
CN(C)CC/C=C1/c2ccccc2CS(=O)(=O)c2ccccc21,/,1,3,-1,-2,1,7,5,1
Cc1cc(C=O)c(C)n1-c1ccc(Oc2ccc([N+](=O)[O-])cn2)cc1,-0.9,-2,-3,1,0,0,7,6,-4
COc1cccc(NC(=S)N2CCN(c3ccccn3)CC2)c1,0.9,2,-1,1,0,-5,2,-5,0
O=C(NCc1ccccc1)c1ccc2nccnc2c1,1.2,1,0,-1,-1,4,7,-2,3
CCC(C)N(C(=O)COc1ccc(-c2nnco2)cc1)C1CCS(=O)(=O)C1 (configuration not stated),1.6,0,-8,2,1,-4,-5,-3,-6
COc1ccc([C@H]2CC(=O)C=C(c3ccc4ncccc4c3)C2)cc1OC,/,/,/,/,0,2,2,6,/
Cc1ccc(-c2nc3cc(Cl)ccc3o2)cc1,0.3,2,-2,5,15,0,3,1,-3
Cc1cc(NC(=O)c2sccc2C)n(-c2cccc(Cl)c2)n1,-0.3,-1,0,0,4,2,2,7,0
COc1cccc([C@@H]2Oc3ccc(Br)cc3C(=O)[C@H]2OC(=O)NC2CCCC2)c1,/,-14,0,-12,10,0,/,-1,3
CCOC(=O)c1ccc(-c2ccc3oc(-c4ccsc4)cc(=O)c3c2)cc1F,/,/,/,/,0,0,-1,2,/
COc1cc(/C=N/O)ccc1Oc1cnccn1,0.5,0,3,-6,1,-1,3,4,7
CCN(CC)CCN1C(=O)C(=O)/C(=C(/O)c2c(C)[nH]c(C(=O)OC)c2C)C1c1ccccc1 (configuration not stated),2.4,0,7,-2,3,6,3,3,3
COc1ccc(CNC(=O)[C@H](Cc2c[nH]c3ccccc23)NC(=O)[C@@H]2Cc3ccccc3CN2)cc1,0.6,-5,-18,-6,6,-4,16,2,-13
c1ccc(-n2nnnc2Oc2ccc(-n3ccnc3)cc2)cc1,0.4,-1,1,2,72*,2,-1,4,6
O=C(NCc1ccccn1)/C(=N/O)c1ccccc1,/,-9,1,-6,-1,5,-1,6,-4
CC(=O)Nc1cccc(NC(=S)Nc2cccc(Cl)c2C)c1,1.2,-6,5,-4,5,3,-1,8,1
CCC1CCCCN1CCNC(=O)CNS(=O)(=O)c1ccc2nc(C)sc2c1 (configuration not stated),0.9,-1,10,-2,1,1,4,-2,10
Cc1ccc(-n2ncc3c(=O)n(CC(=O)NC4CCCCC4)cnc32)cc1,0.1,8,5,-3,1,1,-12,5,4
COc1ccc(CNC(=O)COC(=O)c2ccc(S(=O)(=O)N3CCCCC3)cc2)cc1,/,/,/,/,1,8,-5,3,/
CCOC(=O)C1=C(C)N(CCCCCC(=O)O)C(=O)NC1c1ccc(Cl)cc1 (configuration not stated),-5.2,-4,-1,1,0,6,6,3,1
COc1ccc(CN(C)Cc2nc3scc(-c4ccccc4)c3c(=O)[nH]2)cc1OC,6.9,-1,8,1,5,5,4,1,4
CC(=O)Nc1ccc(NC(=O)C(NS(=O)(=O)c2cccc3nsnc23)C(C)C)cc1 (configuration not stated),-1.1,-3,4,0,3,8,4,6,0
CCOC(=O)c1c(NC(=O)CN2C(=O)NC3(CCCCC3C)C2=O)sc(C)c1CC (configuration not stated),-0.5,-6,-10,-3,10,6,6,2,-4
Cc1cccc(NC(=O)c2cc([N+](=O)[O-])ccc2NCC2CCCO2)n1 (configuration not stated),-2.8,3,2,-5,17,7,5,5,4

Next part:
compound,MEX-5 binding,PME-1 primary,MCL1 BIM primary,Fam108B counter,AHR act,pPAFAH inh,PAFAH1B2 FP inh,GLD-1 RNA inh,BCLXL inh
COCCCNCC(O)C(F)(F)F (configuration not stated),2.4,-1,3,5,3,0,1,8,-1
O=C(NCc1csc2ccccc12)Nc1cc(Cl)cc(Cl)c1,-1.4,-8,-3,-7,-1,-12,1,6,-2
CN(C)CCCNC(=O)c1cc(Br)ccc1O,-0.2,2,1,1,1,5,/,2,4
Cc1nc2c(ccc3nc(NC(=O)C(c4ccccc4)c4ccccc4)sc32)s1,0.6,-76,2,-47,13,-27,-30,2,4
CCCc1cc(-c2nc(-c3ccc(Cl)cc3)cs2)ccn1,1.6,-9,-5,-9,14,0,-3,-4,-1
COc1ccc(C(=O)Nc2ccccc2C)cc1S(=O)(=O)N1CCOCC1,0.3,-1,3,0,-4,7,7,0,4
CC1CCN(C(=S)NC(=O)c2ccco2)CC1,-0.6,4,8,4,-4,0,3,5,5
CCCS(=O)(=O)N1CCC(C(=O)NC2CCC(C)CC2)CC1 (configuration not stated),-1.3,4,2,2,3,4,2,12,5
O=C(Nc1ccc(S(=O)(=O)NCC2CCCO2)cc1)c1ccc(F)cc1 (configuration not stated),-0.6,11,-6,5,-2,10,5,-2,-3
COc1cc(CNCc2cccs2)ccc1OCc1cccs1,1.7,-4,3,1,4,3,-2,1,5
CCNC(=O)CN(c1ccc(C)cc1)S(=O)(=O)c1ccc(SC)cc1,-0.1,9,-7,0,0,1,2,2,-4
COC(=O)c1ccc(C(c2c(C)[nH][nH]c2=O)c2c(C)[nH][nH]c2=O)cc1,-5.7,6,5,-5,1,-2,1,-5,3
Cc1cc(C(=O)COc2ccc(C#N)cc2)c(C)n1-c1ccc2c(c1)OCO2,-0.2,-13,6,-1,4,10,4,3,6
O=C(COc1cccc(C(F)(F)F)c1)Nc1cccnc1,-0.2,3,5,3,9,5,-4,-1,3
COc1ccccc1CC(=O)NC1CCCc2ccccc21 (configuration not stated),-0.2,6,-3,2,33,2,3,-3,1
CCCCCCN1CC(C(=O)OCC)C(=O)C1=O (configuration not stated),-1.0,-4,-7,3,-4,1,5,1,0
N#CC1=C(N)C(C#N)(C#N)C(c2cccnc2)C2CN(C(=O)OCc3ccccc3)CC=C12 (configuration not stated),-6.5,28*,18,0,0,9,2,10,16
COc1ccc([C@H]2CC(=O)C=C(c3ccc(-c4ccccc4)c(F)c3)C2)cc1OC,/,-6,-2,/,0,0,3,-1,2
CCCCSc1nnc(CSc2nc3nc(C)cc(C)n3n2)o1,0.7,-4,-1,6,4,-7,1,-4,1
Cc1ccc(CNC(=O)CSc2n[nH]c(N)n2)cc1,0.3,4,0,-2,5,20,-2,0,-1
Cc1nc(C)c(C(=O)O)s1,0.0,-7,-5,-1,0,0,2,3,4
CC1CC(C)(C)NC(=S)N1CCC(=O)N1CCc2ccccc21 (configuration not stated),-1.7,11,1,0,7,1,2,4,8
O=C(O)Cc1c(O)ccc2ccccc12,1.7,2,9,-3,17,3,4,6,8

Ordered by SMILES length (descending): 3 of the compounds above.
compound,MEX-5 binding,PME-1 primary,MCL1 BIM primary,Fam108B counter,AHR act,pPAFAH inh,PAFAH1B2 FP inh,GLD-1 RNA inh,BCLXL inh
CC1CC(C)(C)NC(=S)N1CCC(=O)N1CCc2ccccc21 (configuration not stated),-1.7,11,1,0,7,1,2,4,8
O=C(NCc1csc2ccccc12)Nc1cc(Cl)cc(Cl)c1,-1.4,-8,-3,-7,-1,-12,1,6,-2
Cc1nc(C)c(C(=O)O)s1,0.0,-7,-5,-1,0,0,2,3,4
